# IMP-1 inh = IMP-1 metallo-beta-lactamase inhibitors, primary screen, biochemical, epi-absorbance readout, Pseudomonas aeruginosa enzyme; purified IMP-1, nitrocefin hydrolysis, epi-absorbance fluorescence; inhibition, % at 5.6 µM; metallo-beta-lactamase IMP-1 (Pseudomonas aeruginosa); 290,000 compounds, 0.45% hits; AID 1556, 2009;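 active means inhibition above the mean plus 3 SD of all compounds in the same screening run, cut at about 4.5% in these data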;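 further: 0% = IMP-1 with DMSO and 100% = DMSO wells lacking enzyme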
#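 System: purified IMP-1; amount: IMP-1 0.2 nM before substrate addition; compound: single dose, 5.6 µM; times: 25 °C, 15 min preincubation, 25 min reaction; signal: Epi-absorbance via hydrolysed-nitrocefin quenching of white-plate fluorescence, 480/530 nm, EDTA stop; benchmarks: DMSO with and without IMP-1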
# IDE act = human IDE activators in live cells, primary screen, fluorescence polarization, HEK cells, FAbeta-B substrate. AID 493087, 2011. activation, % at 5.96 µM. Insulin-degrading enzyme (Homo sapiens), P14735. 340,000 compounds, 0.073% hits. FAbeta-B cleavage; 0% vehicle, 100% cell-free pure enzyme wells;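 active means activation above the mean of all tested compounds plus 3 SD, set per screening campaign, cut at about 17% in these data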
# IDE inh = human IDE inhibitors in live cells, primary screen, fluorescence polarization, HEK cells, FAbetaB substrate | Insulin-degrading enzyme (Homo sapiens), P14735 | FAbetaB cleavage | inhibition, % at 5.59 µM | 320,000 compounds, 0.41% hits | AID 434962, 2010;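 active means percent inhibition above the average of all tested compounds plus 3 SD, set per screening campaign, cut at about 16% in these data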;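 further: IDE supplied by intact live HEK cells; FP after avidin binding of uncleaved biotin substrate so inhibition keeps polarization high; 0% = DMSO wells and 100% = 60 µM reference IDE inhibitor Ii1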
# PHOSPHO1 inh = PubChem AID 1565. 290,000 compounds, 1.1% hits. recombinant PHOSPHO1, absorbance phosphatase assay. inhibition, % at 13.3 µM; in the data active means inhibition above about 60%
# Target sequence (Q8TCT1 whole entry, looked up): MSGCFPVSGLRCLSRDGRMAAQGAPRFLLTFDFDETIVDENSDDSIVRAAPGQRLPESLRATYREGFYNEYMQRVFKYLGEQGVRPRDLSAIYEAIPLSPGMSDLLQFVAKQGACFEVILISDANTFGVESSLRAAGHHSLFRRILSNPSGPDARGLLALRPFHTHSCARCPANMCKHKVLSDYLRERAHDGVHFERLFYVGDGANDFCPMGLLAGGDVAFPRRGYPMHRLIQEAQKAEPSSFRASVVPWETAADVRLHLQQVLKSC
# M18AAP inhibitor = PfM18AAP inhibitors, malaria aminopeptidase, primary screen, biochemical, QFRET, recombinant enzyme; AID 1822, 2009; H-Glu-NHMec fluorogenic cleavage; inhibition, % at 7.35 µM; 290,000 compounds, 1.2% hits; M18 aspartyl aminopeptidase (Plasmodium falciparum 3D7);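 active means inhibition above the campaign mean inhibition over all tested compounds plus 3 SD, cut at about 28% in these data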;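 further: 0% = plate median of test compound wells and 100% = 2 mM ZnCl2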
# GPR7 antagonist = GPR7 receptor antagonists, primary screen, cell-based, fluorescence, single concentration. Neuropeptides B/W receptor type 1 (Homo sapiens), P48145. GPR7-expressing cells, fluorescence antagonist assay. inhibition, % at 4.4 µM. 290,000 compounds, 1.1% hits; in the data active means inhibition above about 16%, passing the limit was not always enough;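 further: cells stimulated with the agonist NPW; 0% = agonist with vehicle and 100% = vehicle without agonist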
# Target sequence (P48145 whole entry, looked up): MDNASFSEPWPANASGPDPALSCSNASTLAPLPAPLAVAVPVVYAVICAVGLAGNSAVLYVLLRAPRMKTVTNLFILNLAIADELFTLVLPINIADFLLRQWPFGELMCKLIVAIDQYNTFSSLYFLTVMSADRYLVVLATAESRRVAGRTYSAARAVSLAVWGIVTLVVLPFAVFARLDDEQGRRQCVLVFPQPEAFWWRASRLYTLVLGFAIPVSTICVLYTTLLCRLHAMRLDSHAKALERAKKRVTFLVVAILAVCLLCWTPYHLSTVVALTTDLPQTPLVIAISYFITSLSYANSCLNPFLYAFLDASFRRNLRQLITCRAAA
# VIM-2 inh = VIM-2 metallo-beta-lactamase inhibitors, primary screen, biochemical, epi-absorbance readout, Pseudomonas aeruginosa enzyme. purified VIM-2, nitrocefin hydrolysis, epi-absorbance fluorescence. inhibition, % at 5.6 µM. 290,000 compounds, 0.89% hits;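 active means inhibition above the mean of all tested compounds plus 3 SD, cutoff set per screening run, cut at about 7.5% in these data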;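 further: red hydrolysis product quenches plate fluorescence so inhibitors raise well fluorescence; 0% = enzyme with DMSO and 100% = DMSO without enzyme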
# NALP1 inh = NALP1 inflammasome inhibitors in reconstituted yeast, colorimetric, S. cerevisiae, triplicate retest | S. cerevisiae NALP1/ASC/caspase-1 growth, X-gal OD620, 72 h | inhibition, % at 10 µM | 280,000 compounds, 0.61% hits; in the data active means inhibition mostly above about 24%, no sharp cut-off; inactive means mostly below about 32%; further: some compounds called inactive have numbers as strong as hits
# p-CIP stab down = p/CIP-EGFP fusion destabilizers, primary screen, fluorescence, F442A cells | Q05BA5 | decrease of EGFP signal, % at 10 µM | 290,000 compounds, 0.01% hits | 16 h;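 active means EGFP signal decrease of at least 30% at 10 µM or well 3 SD below plate mean, unless failing retest; inactive means the rest, including hits failing retest or dose response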; further: some compounds called inactive have numbers as strong as hits; many of its hits are not listed in these tables
# Numbers without * were called inactive; / = no result given.
# Results follow in this order: IMP-1 inh	M18AAP inhibitor	IDE act	PHOSPHO1 inh	NALP1 inh	VIM-2 inh	p-CIP stab down	GPR7 antagonist	IDE inh
> COC(=O)c1c(Oc2nc(OC)cc(OC)n2)cccc1Oc1nc(OC)cc(OC)n1
  -3.6	4	4	0	14	0.6	4	-16	-2
> Cc1cc(Cl)ccc1C(=O)C1CCCN(C(=O)c2cccc(N3CCCC3=O)c2)C1 (stereo unspecified)
  -0.8	2	4	55	10	-3.7	3	-4	2
> COc1ccc(C2(CNC(=O)Cc3ccc(OC)c(OC)c3)CCOCC2)cc1
  -2.7	0	3	25	25*	-3.3	-7	-2	-3
> COc1ccc(C(=O)Nc2ccc(C(=O)N3CCCCC3C)cc2)c(OC)c1OC (stereo unspecified)
  -2.1	2	4	75*	-10	-0.8	-11	-12	4
> O=c1c2sccc2nc(SCc2cc(=O)n3ccccc3n2)n1Cc1ccccn1
  -2.6	-4	/	-65	15	2.9	-2	-10	-6
> Cc1[nH]n(-c2ccccc2)c(=O)c1N=Nc1ccc2c(c1)OCO2
  -2.0	2	-3	-10	8	-2.4	12	10	1
> COc1ccc(/C=C2\COc3ccccc3C2=O)cc1OC
  -1.7	7	-3	9	64	-2.5	-2	4	-1
> Cc1onc(-c2ccccc2Cl)c1C(=O)OCn1nnc2ccccc2c1=O
  -2.7	-3	-4	-27	21	-2.1	0	4	6
> CCC(C(=O)NCc1cccnc1)c1ccccc1 (stereo unspecified)
  -1.8	4	-1	19	9	-4.6	-9	-1	2
> CN(C)c1ncc(C2=C(Cl)C(=O)C(N3CCCC3)=C(Cl)C2=O)s1
  5.2*	23	8	/	/	-0.2	/	-5	2
> CC(C)(C)C(=O)Cn1ncc(NC2CC2)c(Br)c1=O
  -1.9	-3	-1	-4	23	-0.3	-2	-10	-1
> CC1C(=O)C(C)C(c2cc(Cl)ccc2O)NC1c1cc(Cl)ccc1O (stereo unspecified)
  -2.9	-6	3	18	10	-1.4	-7	3	4
> COC(=O)c1cc(S(=O)(=O)NCCc2cccc(C)c2)cn1C
  -2.1	-5	5	53	17	-0.5	1	3	-3
> CCc1nnc(NC(=O)C2CCCN2C(=O)NC2CCCCC2)s1 (stereo unspecified)
  -3.1	-1	2	38	13	-3.1	0	-10	10
> CC(C)(C)C(=O)OCc1nc(-c2ccc(C(F)(F)F)cc2)cs1
  -4.8	1	-1	24	6	-3.2	-22	-8	-2
> COc1ccc(C2CC(=O)c3cnc(NC(=O)c4cccc(OC)c4)nc3C2)cc1 (stereo unspecified)
  -5.0	2	-1	9	5	-2.7	10	6	-6
> O=C(Nc1ccn(Cc2cccc3ccccc23)n1)c1cccnc1
  -0.7	4	3	43	15	-2.1	1	-3	2
> O=C(NNC(=O)C1CCCCC1)c1cnccn1
  -1.5	-3	2	28	-1	-2.5	-20	-13	-4
> CCOc1ccc(CCNS(=O)(=O)c2ccc3c(c2)NC(=O)CC(=O)N3)cc1OCC
  -1.8	-5	3	41	8	-0.7	9	-10	3
> O=S(=O)(Nc1nc2ccccc2nc1NCCN1CCOCC1)c1cccc(Cl)c1
  -2.5	0	2	1	-9	-1.1	-6	-3	2
> Cc1occc1C(=O)NNC(=O)c1ccccc1Br
  -1.9	8	3	9	24	-2.4	3	-4	1
> CN(C)c1nc(N)nc(-c2ccco2)n1
  -1.4	-2	1	6	6	0.4	-6	-1	-5
> C=C(C)CSc1nnc([C@@H](NC(=O)OC(C)(C)C)C(C)CC)o1 (stereo partly specified)
  1.8	4	2	6	28	0.1	-11	17	5
> CS(=O)(=O)N1CCC(Oc2ccccc2C(=O)NC2CCOC2)CC1 (stereo unspecified)
  1.2	6	6	26	2	0.4	-12	14	-6
> CC(=O)Nc1cccc(NC(=O)C2CC(=O)N(C3CCCCC3)C2)c1 (stereo unspecified)
  -2.1	3	3	-62	6	0.2	-4	-6	2
> CCCc1cc(C(=O)N2CCCC(C(=O)c3ccc(Cl)cc3)C2)n(C)n1 (stereo unspecified)
  -3.8	3	-2	41	17	-3.3	-5	7	3
> CCn1c(C)nc2cc(C(=O)OC)ccc21
  -3.8	-6	3	22	9	-1.3	-10	-1	6
> CCCc1cc(=O)oc2cc(OCC(=O)NCCc3ccc(S(N)(=O)=O)cc3)ccc12
  -0.6	-4	0	-1	-20	-0.1	0	-4	3
> CCCCOC(=O)CSCC(=O)N1N=C(c2cccs2)CC1c1ccc(F)cc1 (stereo unspecified)
  -3.2	2	3	-8	30	-2.4	-6	0	-2
> COc1cccc(C(C(=O)NC2CCCCC2)N(C(=O)Cc2cccs2)c2ccc(-n3cnnn3)c(OC)c2)c1 (stereo unspecified)
  -0.5	-6	1	24	9	0.6	-10	-13	-2
> CCCn1nnc(NC(=O)c2ccc(OCC)c(Cl)c2)n1
  -3.2	0	1	-16	6	-1.7	-17	-2	4
> CCOC(=O)c1c(C)oc2c1c1c(c3ccccc32)OCN(CCCC(=O)O)C1
  -1.3	3	-7	27	5	2.5	-18	-6	0
> CCC(CC)C(=O)Nc1c(C(=O)N2CCN(c3ccccc3)CC2)oc2ccccc12
  -0.4	9	3	34	22	2.2	-4	-28	-5
> S=C(c1ccc(-c2cc(Cl)ccc2Cl)o1)N1CCOCC1
  -1.6	10	5	20	4	-2.1	0	-9	2
> CC(=O)/C(N=Nc1ccc(C(=O)O)cc1[N+](=O)[O-])=C(\C)O
  -2.6	3	3	-5	/	0.0	8	5	-2
> O=C(NNS(=O)(=O)c1cccc(Cl)c1)c1cc(-c2ccc(F)cc2)nc2ccccc12
  -1.9	6	3	34	2	-3.5	-7	-12	1
> COc1ccc(C(CNC(=O)/C=C/c2c(Cl)nc3ccccn23)N(C)C)cc1 (stereo unspecified)
  -1.3	4	4	-7	7	2.6	18	-16	5
> O=C(CN1CCC(n2nnc3cc(F)ccc32)CC1)Nc1ccccc1N1CCOCC1
  -7.8	-3	1	-16	9	-0.7	-7	-15	-3
> COc1ccc(NC(=O)c2cccs2)cc1C(=O)N1CCN(c2ccccc2)CC1
  -1.7	3	-3	22	17	-3.2	-31	-9	-1
> CCCN1CNC(=S)N(c2ccccc2C)C1
  -0.7	2	-6	4	-1	-1.9	7	-7	1
> COc1ccc(S(=O)(=O)NCC2CCC(C(=O)NCCCN3CCCC3=O)CC2)cc1 (stereo unspecified)
  -1.5	-13	6	38	20	0.7	-2	-5	5
> COc1ccc(CN=C2NC(=O)CC(C(=O)Nc3ccc(Cl)cc3)S2)cc1 (stereo unspecified)
  -0.8	1	3	28	12	-1.4	3	-2	9
> Cc1ccc(Nc2nc(=O)c3cc([N+](=O)[O-])ccc3s2)cc1
  -0.6	0	2	35	/	-2.6	-5	-4	-2
> CCC(CC)C(=O)Nc1cc(NC(=O)C(CC)CC)cc(C(=O)O)c1
  -5.8	2	6	0	-4	-7.1	0	-16	1
> COc1ccc(C(C(=O)NC2CCCCC2)N(C(=O)CCl)c2ccc(OC)cc2)cc1 (stereo unspecified)
  -1.8	5	2	-61	13	-3.1	0	-4	-2
> COc1cc(NC(=S)N2CCN(Cc3ccccc3)CC2)cc(OC)c1
  -2.2	9	-2	-6	14	-1.5	-5	0	4
> CCn1c(CNC(=O)Cc2ccc(OC)cc2)nnc1SCCOc1ccccc1
  -2.5	12	4	7	-3	-1.7	6	-5	2
> Cc1cc(C)c(Cn2cnc3ccccc32)c(C)c1
  1.2	3	2	57	5	-0.4	-3	-11	6
> CCOCCCNC(=O)CN1C(=O)COc2ccc(S(=O)(=O)N3CCCC3)cc21
  -2.2	-1	0	34	11	-0.8	-4	11	1
> O=C(CN1CCN(c2ccc(F)cc2)CC1)Nc1nnc(-c2ccccc2)s1
  -3.3	0	8	17	-3	-2.1	-1	-9	0

# Compound profiles (already shown). Order of values: IMP-1 inh | M18AAP inhibitor | IDE act | PHOSPHO1 inh | NALP1 inh | VIM-2 inh | p-CIP stab down | GPR7 antagonist | IDE inh
# COc1cc(NC(=S)N2CCN(Cc3ccccc3)CC2)cc(OC)c1 in the list: -2.2 | 9 | -2 | -6 | 14 | -1.5 | -5 | 0 | 4
# COc1ccc(CN=C2NC(=O)CC(C(=O)Nc3ccc(Cl)cc3)S2)cc1 (stereo unspecified) in the list: -0.8 | 1 | 3 | 28 | 12 | -1.4 | 3 | -2 | 9

# Later entries
# Results follow in this order: IMP-1 inh	M18AAP inhibitor	IDE act	PHOSPHO1 inh	NALP1 inh	VIM-2 inh	p-CIP stab down	GPR7 antagonist	IDE inh
> Cc1cccc(NCc2n[nH]c(=S)n2-c2ccccc2)c1
  -3.6	13	-2	94*	-14	-4.5	-7	-2	2
> COc1ccc(C(=O)Nc2cccc(/C=C(\CCC(=O)O)c3nc4ccccc4s3)c2)cc1
  -2.0	2	-3	25	/	0.7	5	-5	-2
> Cc1cc(OCC(=O)OCC(=O)Nc2cc(C(F)(F)F)ccc2N2CCOCC2)ccc1Cl
  -0.6	-5	0	-27	8	-1.2	-10	-4	-3
> CC1CN(c2nc3ccccn3c(=O)c2/C=C(\C#N)C(=O)N2CCOCC2)CC(C)O1 (stereo unspecified)
  -2.0	3	0	1	-2	0.2	7	-4	5
> CCCCc1nc2cc(C(=O)NCCc3cnn(C)c3)ccc2o1
  -2.8	-11	-5	31	7	1.1	-5	-14	-6
> CCN(CC)c1ccc(/C=N/NC(=O)c2cc3ccccc3[nH]2)cc1
  -0.1	-50	1	14	2	-0.8	-6	-2	0
> COc1ccc(C(C)(C)C)cc1NC(=O)c1cncc(Br)c1
  -1.2	1	2	8	5	-2.6	-3	-13	7
> O=C(c1ccc(N2CCCC2)c([N+](=O)[O-])c1)N1CCN(CCO)CC1
  -0.9	-5	5	39	-2	-3.0	-10	-6	1
> Cc1cc(-n2nc(C)cc2C)nc(N)n1
  -2.8	4	-3	2	14	-4.0	1	-2	3
> CCCNC(=O)c1cccc(COCC(F)(F)F)c1
  -0.3	3	5	/	/	-4.1	/	-8	2
> COc1ccc(-c2cn3ccccc3n2)cc1
  -2.3	0	1	20	12	-1.4	-7	-6	11
> CCOC(=O)c1cnc(SCC(=O)Nc2cc(OC)ccc2OC)nc1N
  -1.1	4	3	-4	12	-7.0	-20	-3	5
> CCCNC(=O)N1CCN(c2ncccn2)CC1
  1.3	10	0	-2	6	-1.5	-2	-1	4
> O=C(CN1CCC(O)(c2ccc3c(c2)OCO3)CC1)OC1CCCCC1
  -2.6	-5	-6	-25	6	-0.8	0	-1	-2
> CC1=NCCN1S(=O)(=O)c1c(C(C)C)cc(C(C)C)cc1C(C)C
  -5.2	6	8	-8	28*	-2.1	-23	-6	4
> CCC(Oc1ccccc1)C(=O)Nc1nnc(C(F)(F)F)s1 (stereo unspecified)
  -3.1	-6	1	31	31	-2.5	3	2	1
> CCOC(=O)c1cccc(Nc2nc(-c3cccnc3)nc3ccccc23)c1
  -2.4	-3	-2	-1	25	-1.4	-33	-14	1
